GRP78 ERSR act: inducers of ER stress response in human glioma cells; Potency, µM, for inactives: at the top dose activation, most hits filed as activators; 420,000 compounds, 0.02% hits; U87-MG GRP78 promoter luciferase reporter, 16 h; also: potency is read from the fitted curve at half-maximal effect; series mostly up to about 76 µM; % of control where 0% means no effect; nearly all actives have a fitted effect of over 35% in size
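Stably transfected U87-MG glioma cells carrying a GRP78-based luciferase sensor; 16 h compound incubation. Luminescence end-point read 10 min after Bright-Glo addition at room temperature.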
RXFP1 ag: RXFP1 (human) receptor agonism | Q9HBX9 | HEK293T-RXFP1 cAMP TR-FRET, 30 min; response scale: percent of porcine relaxin response, buffer zero | Potency, µM (highest dose often 57.5 µM), for the others: top-dose activation, most hits filed as activators | 370,000 compounds, 0.3% hits | AID 2676; also: potency is read from the fitted curve at half-maximal effect; % is scaled to controls: 0 for no effect and ±100 for the full control effect; nearly all actives have a fitted effect of over 60% in size; many of its hits are not listed in these tables
Target sequence (Q9HBX9 whole entry, looked up): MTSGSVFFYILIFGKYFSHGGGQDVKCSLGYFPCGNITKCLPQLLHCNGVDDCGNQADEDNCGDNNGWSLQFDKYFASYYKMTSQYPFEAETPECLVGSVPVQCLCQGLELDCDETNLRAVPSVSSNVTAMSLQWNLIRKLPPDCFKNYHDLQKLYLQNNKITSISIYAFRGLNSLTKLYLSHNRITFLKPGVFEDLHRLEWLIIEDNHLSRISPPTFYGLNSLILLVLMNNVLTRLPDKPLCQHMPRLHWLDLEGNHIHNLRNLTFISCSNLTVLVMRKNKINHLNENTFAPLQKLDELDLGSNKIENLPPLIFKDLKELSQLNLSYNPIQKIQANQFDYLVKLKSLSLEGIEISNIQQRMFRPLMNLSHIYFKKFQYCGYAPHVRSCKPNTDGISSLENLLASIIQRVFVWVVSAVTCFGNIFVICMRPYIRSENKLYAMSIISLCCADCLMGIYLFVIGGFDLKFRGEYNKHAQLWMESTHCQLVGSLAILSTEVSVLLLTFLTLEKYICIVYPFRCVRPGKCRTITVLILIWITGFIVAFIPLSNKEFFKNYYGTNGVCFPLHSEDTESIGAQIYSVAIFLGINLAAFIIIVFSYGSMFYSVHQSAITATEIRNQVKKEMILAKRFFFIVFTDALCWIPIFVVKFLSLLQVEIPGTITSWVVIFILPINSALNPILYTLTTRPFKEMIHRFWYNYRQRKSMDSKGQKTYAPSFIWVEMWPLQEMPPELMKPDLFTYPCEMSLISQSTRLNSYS
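Agonist response is measured as cAMP accumulation in an RXFP1-transfected HEK293T line under PDE4 inhibition. Values are scaled between buffer-only and 29 nM porcine relaxin, and EC50s come from standard Hill equation fits.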
Vif-APOBEC3F blk: blocks the Vif interaction with APOBEC3F | Potency, µM (highest dose often 46.1 µM), for the others: top-dose activity, negative = active | HeLa A3F-eYFP + Vif (tagged APOBEC3F with the HIV-1 protein that degrades it), YFP fluorescence increase | 390,000 compounds, 0.2% hits; also: potency is read from the fitted curve at half-maximal effect; % of control where 0% means no effect; nearly all actives have a fitted effect of over 65% in size
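HeLa cells stably expressing A3F-eYFP plus Vif, plated and incubated overnight at 37 deg C, then exposed to compounds overnight at 37 deg C. Blocked degradation read as raised yellow fluorescence (Ex 488/Em 500-530).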
D2 PAM: positively modulates the human D2 dopamine receptor allosterically; P14416; HEK293 T-REx D2, calcium flux, EC20 dopamine potentiation; potentiation, % at 10 µM; 340,000 compounds, 0.34% hits;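 active = potentiation over 3 SD above the plate norm, cut at about 30% in these data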; also: 0% is about no effect
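Potentiation of an EC20 dopamine calcium response measured kinetically over 180 s, after a preceding 180 s compound-only read flagging agonists. Cells: inducible Hek293 Trex D2 line, 4000/well, cultured overnight at 30 C before dye loading.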
D1 agonist: human D1 receptor agonism. P21728. HEK293 T-REx D1 cells, calcium flux, agonist mode. activation, % at 2 µM. 360,000 compounds, 1% hits; in the data active = activation above about 30%; also: 0% is about no effect
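Inducible HEK293 T-REx D1 cells, force-coupled to calcium signalling, were plated at 4000 cells/well with tetracycline and held overnight at 30 C. After no-wash calcium dye loading, compound-evoked calcium rise over 180 s flagged agonists.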
RXFP1 antag: blocks the human relaxin receptor RXFP1; activity change, negative = inhibition, % at 57.5 µM; HEK293-RXFP1, relaxin-stimulated cAMP HTRF, 30 min; active compounds read low; Q9HBX9; AID 1259400; 350,000 compounds, 0.59% hits;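 active = activity change of -60% or lower, but not beyond a set lower limit; inconclusive = change between -60% and -40%, or beyond the set limit; inactive = change above -40%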; also: % is scaled to controls: 0 for no effect and ±100 for the full control effect
D1 PAM: human D1 dopamine receptor positive modulation; P21728; HEK293 TREx D1 cells, calcium flux, dopamine EC20 potentiation; potentiation, % at 10 µM; 360,000 compounds, 0.036% hits; in the data active = potentiation above about 30%; also: 0% is about no effect
Vif-APOBEC3G blk: inhibitors of Vif-APOBEC3G interaction. Q9HC16. HeLa A3G-eYFP + Vif (tagged APOBEC3G with the HIV-1 protein that degrades it), YFP fluorescence, overnight. Potency, µM (doses to about 46.1 µM), for the others: at the highest dose activity, negative = active, actives largely listed as inhibitors. 410,000 compounds, 0.076% hits;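 also: potency is read from the fitted curve at half-maximal effect; % is scaled to controls: 0 for no effect and ±100 for the full control effect; nearly all actives have a fitted effect of over 60% in size; hits raise eYFP signal because A3G escapes Vif-driven loss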
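HeLa cells stably expressing Vif and C-terminally eYFP-tagged A3G, seeded overnight at 37 deg C, then exposed to compound by pintool overnight at 37 deg C. Rise in yellow fluorescence (Ex 488/Em 500-530, Acumen) marks blocked Vif-driven A3G degradation.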
D1 antagonist: blocks dopamine activation of the human D1 receptor; P21728; HEK293 TREx D1 cells, calcium flux, dopamine EC80; active compounds read low; activity change, negative = inhibition, % at 10 µM; 360,000 compounds, 3.2% hits; AID 504652; in the data active = activity change below about -30%; also: % is scaled to controls: 0 for no effect and ±100 for the full control effect
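Using tetracycline-induced force-coupled D1 Hek293 cells and a calcium dye, signals were followed for 180 s after compound, then for 180 s after EC80 dopamine, to detect inhibitors.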
* = called active by the depositor; ? = inconclusive; . = not tested or not shown. Unless noted, calls follow the shape of the dose curve; as a rule, active = well fitted curve in the direction sought with a large enough effect; inconclusive = small, poorly fitted or top-dose-only effect, or another doubt; inactive = no such curve, though single readings can be large; an effect the other way counts as inactive or inconclusive.

SMILES,GRP78 ERSR act,RXFP1 ag,Vif-APOBEC3F blk,D2 PAM,D1 agonist,RXFP1 antag,D1 PAM,Vif-APOBEC3G blk,D1 antagonist
Oc1ccccc1CC=NC1CCCCC1,-5%,.,-9%,.,.,-12,.,1%,.
O=C(NCc1ccc(Cl)cc1)c1ccc2c(c1)NC(=O)C(CS(=O)(=O)Cc1ccccc1Cl)N2 (centres undefined),-3%,0.1%,?,-2,3,-26,-1,-27%,7
CCn1c(SC(C)C(=O)OC)nnc1-c1c[nH]c2ccccc12 (centres undefined),0%,-0.4%,-10%,-2,3,2,.,-1%,8
CCCNC(=O)c1ccc2c(=O)c(O)c(-c3ccc(OC)cc3)[nH]c2c1,-6%,11%,-8%,7,1,.,-8,4%,-35*
CCN1CC(O)=C(c2nc3ccccc3s2)C1=N,7%,0.1%,1%,1,3,-7,-1,-1%,6
Cc1cc(OCC(=O)O/N=C(\N)c2ccccc2)ccc1Br,3%,0.5%,-15%,-11,9,7,-1,-7%,5
O=C(NCCc1ccc(Cl)cc1)C1CCCN1C(=O)NCc1ccccc1 (centres undefined),-3%,0.4%,2%,-4,0,6,-7,-1%,1
COc1cccc(N2CC(NC(=O)c3cccs3)CC2=O)c1 (centres undefined),-3%,0.8%,-9%,12,1,0,-1,7%,.
COc1cccc(C2N(c3cccc(Cl)c3)C(=O)C3CCCN32)c1 (centres undefined),-2%,0.4%,-16%,-1,2,5,.,1%,31
CNc1snc(C)c1C(=O)OC(C)C(=O)Nc1ccccc1 (centres undefined),-4%,2.6%,8%,11,9,-9,-6,3%,-32*
Cn1nc(C(=O)NCCc2ccc(S(N)(=O)=O)cc2)c2c1-c1ccccc1S(=O)(=O)C2,-5%,-1.0%,3%,13,2,-2,-3,0%,-8
Cc1ccc(C(NC(=O)N2CCCC2)C(Cl)Cl)cc1F (centres undefined),-1%,1.2%,-14%,-8,-3,-3,-3,1%,-8
CCNC(=S)Nc1cc(-c2ccc(Cl)cc2)[nH]n1,5%,-0.6%,?,3,0,-32,-3,1%,-1
NC(=O)COc1cc2oc(=O)c3c(c2cc1Cl)CCCC3,-1%,-0.6%,-1%,1,8,5,2,2%,-3
COc1ccc(NC(=O)CCCN2C(=O)CCn3nc(-c4cn(C)c5ccccc45)cc32)cc1OC,1%,-2.5%,-8%,1,0,-3,-2,-5%,16

Next part
SMILES,GRP78 ERSR act,RXFP1 ag,Vif-APOBEC3F blk,D2 PAM,D1 agonist,RXFP1 antag,D1 PAM,Vif-APOBEC3G blk,D1 antagonist
Cc1cc(N2CCOCC2)n2cc(-c3ccc(F)cc3)nc2n1,0%,12%,0%,-4,2,-2,-2,-2%,4
COc1cc(C(=O)Nc2ccccn2)cc(OC)c1OC,-1%,0.3%,4%,-8,2,0,-7,1%,5
COc1ccc(-n2c(=S)[nH]c3cc(C(=O)NCc4ccc(F)cc4)ccc3c2=O)c(OC)c1,-5%,0.4%,9%,1,3,-17,-12,0%,-13
Cc1ccc(C(C)C)c(OCCCN2C(=O)NC(C)(C)C2=O)c1,4%,0.2%,-5%,15,0,-4,-2,-8%,5
CCC(=O)Nc1ccc(C(=O)Nc2cccc(C)n2)cc1,-5%,0.5%,2%,2,4,1,0,-1%,3
COc1cc(/C=C(/NC(=O)c2ccccc2Cl)C(=O)O)cc(OC)c1OC,0%,1.2%,-1%,8,3,3,-3,-1%,8
CCOc1cc(C(c2c(C)[nH][nH]c2=O)c2c(C)[nH][nH]c2=O)ccc1OS(=O)(=O)c1ccc(C)cc1,-1%,-1.1%,-10%,-8,3,16,-9,0%,1
Cc1ccc(S(=O)(=O)/N=C(/Nc2nc(C)cs2)c2ccccc2)cc1,-1%,.,11%,.,.,11,.,-2%,.
COc1cc(C(=O)Nc2ccc(C(=O)c3ccncc3)cc2)cc(OC)c1OC,-2%,.,-15%,.,.,-2,.,-7%,.
C#CCOc1ccc(Br)cc1C(c1c(C)[nH][nH]c1=O)c1c(C)[nH][nH]c1=O,-5%,4.9%,0%,-2,2,3,-2,0%,-7
O=C(CN1C(=O)NC2(CCCC2)C1=O)Nc1cccc(Cl)c1Cl,-3%,-0.1%,1%,1,6,-2,.,0%,2
CCCN(CCC)Cc1cc(=O)oc2cc3c(cc12)CCC3,7%,-0.3%,11%,-3,2,-38,-3,-9%,17
COCCN1CCN(C(=O)c2ccc3nc(Cc4ccccc4F)oc3c2)CC1,-3%,1.2%,-4%,15,3,1,1,2%,-9
O=C(COc1ccc(Cl)cc1Cl)Nc1ccc(CN2CCOCC2)cc1,-3%,-2.0%,-2%,-2,14,-1,-6,0%,-23
O=C(NCCc1nnc2ccc(N3CCCCCC3)nn12)c1ccccc1F,-2%,.,9%,.,.,0,.,-3%,.

(continued)
structure | GRP78 ERSR act | RXFP1 ag | Vif-APOBEC3F blk | D2 PAM | D1 agonist | RXFP1 antag | D1 PAM | Vif-APOBEC3G blk | D1 antagonist
Cc1ccc(C)c(SCC(=O)Nc2ccc(C)c(S(=O)(=O)N3CCOCC3)c2)c1 | -3% | 1.3% | -8% | . | 0 | 6 | -6 | 0% | -11
COC(=O)NNC(=O)C12CC3CC(CC(C3)C1)C2 | -3% | 0.7% | -22% | 7 | 7 | -1 | 10 | 1% | -7
S=C(c1ccc2c(c1)OCO2)N1CCCCC1 | -3% | -0.4% | -4% | -5 | 0 | -32 | -5 | 1% | 17
O=C1NC2=C(CCc3ccccc32)C(c2ccccc2)N1 (centres undefined) | 1% | 1.0% | -3% | 19 | 0 | . | 0 | 2% | 0
COc1ccc(NC(=O)Cc2noc3ccc(C)cc23)cc1Cl | -4% | -0.6% | 1% | -1 | -1 | -2 | -5 | -3% | -31*
COc1ccc(NC(=O)CSc2nc(-c3ccc(C)cc3)cc(C(F)(F)F)c2C#N)cc1 | -4% | ? | -4% | 31* | 5 | 8 | -7 | 1% | -41*
C=C1CCN([C@H](C(=O)OCc2ccc(C)cc2)C(C)C)S(=O)(=O)c2ccccc21 | -4% | 4.7% | -7% | 16 | 6 | . | -4 | 3% | 2
CCCc1cnc(N2CCN(C(=O)c3c(-c4ccccc4)noc3C)CC2)nc1 | -4% | -2.3% | 14% | 7 | 2 | -3 | 3 | -7% | 4
Cc1nc(SCC(N)=O)c(C#N)c(C)c1C | 1% | -3.5% | 12% | 0 | 1 | 8 | 3 | 2% | 4
COc1ccc(N(C)S(=O)(=O)c2cccc(C(=O)N3CCN(c4ccccc4)CC3)c2)cc1 | 1% | 0.0% | -4% | 9 | 9 | -4 | -6 | 0% | -7
Cc1ccc(SCC(=O)O/N=C(\N)c2cccnc2)cc1 | 7% | -1.5% | -17% | 0 | 4 | 2 | 4 | -6% | -16
COc1ccc(C(=O)Cn2c(Cl)nc3c2c(=O)n(C)c(=O)n3C)cc1 | -1% | 21% | 0% | 13 | 3 | -12 | -8 | 1% | -15
COc1ccc(-c2noc(CSc3nnc(-c4ccncc4)n3-c3ccc(C)cc3)n2)cc1OC | -2% | 2.7% | 6% | 11 | 1 | . | -2 | -7% | 1
Cc1cnc(NC(=O)COc2ccccc2Cl)s1 | -10% | 0.6% | -2% | 4 | 2 | 14 | -6 | -10% | -14
Cc1cccc(OCCn2nnc3ccccc32)c1C | 4% | 2.2% | 4% | 3 | 7 | 6 | -4 | -4% | -1
Cc1ccc(CN2CCN(/N=C/c3ccc(C)s3)CC2)c(C)c1 | -1% | 0.4% | -2% | -4 | 3 | -7 | 0 | 0% | -3
Cc1ccccc1C(=O)Nc1ccc(-c2nc3ccc(C(=O)c4ccccc4)cc3[nH]2)cc1 | 7% | 3.1% | 4% | -1 | 4 | -7 | -5 | -1% | -42*
CCCCc1nnc(NC(=O)Cc2ccc(OC)c(S(=O)(=O)N3CCOCC3)c2)s1 | -4% | -1.0% | 1% | 12 | 2 | -6 | 4 | -1% | 1
Cc1csc2nc3ccccc3c(=O)n12 | -2% | 5.1% | 6% | . | 3 | 12 | -1 | -1% | -12

In another format: results already given.
canonical_smiles: S=C(c1ccc2c(c1)OCO2)N1CCCCC1
  GRP78 ERSR act = -3%	RXFP1 ag = -0.4%	Vif-APOBEC3F blk = -4%	D2 PAM = -5	D1 agonist = 0	RXFP1 antag = -32	D1 PAM = -5	Vif-APOBEC3G blk = 1%	D1 antagonist = 17
canonical_smiles: Cc1cccc(OCCn2nnc3ccccc32)c1C
  GRP78 ERSR act = 4%	RXFP1 ag = 2.2%	Vif-APOBEC3F blk = 4%	D2 PAM = 3	D1 agonist = 7	RXFP1 antag = 6	D1 PAM = -4	Vif-APOBEC3G blk = -4%	D1 antagonist = -1
canonical_smiles: C=C1CCN([C@H](C(=O)OCc2ccc(C)cc2)C(C)C)S(=O)(=O)c2ccccc21
  GRP78 ERSR act = -4%	RXFP1 ag = 4.7%	Vif-APOBEC3F blk = -7%	D2 PAM = 16	D1 agonist = 6	RXFP1 antag = .	D1 PAM = -4	Vif-APOBEC3G blk = 3%	D1 antagonist = 2
canonical_smiles: O=C1NC2=C(CCc3ccccc32)C(c2ccccc2)N1 (centres undefined)
  GRP78 ERSR act = 1%	RXFP1 ag = 1.0%	Vif-APOBEC3F blk = -3%	D2 PAM = 19	D1 agonist = 0	RXFP1 antag = .	D1 PAM = 0	Vif-APOBEC3G blk = 2%	D1 antagonist = 0

Only part of the results is shown. The share of hits here may be higher or lower than overall.
